RTF Ca sens inh: cardiac RTF calcium desensitization | P19429+P45379 | IANBD-labeled cardiac RTF, Ca2+ fluorescence | inhibition, % at 7.15 µM | hit rate 0.12% among 340,000 | AID 493244;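 active = inhibition above the mean inhibition of all tested compounds plus 3 SD, cut at about 17% in these data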;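 note: assay run at fixed EC70 calcium of 1.6 mM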
Keap1 Nrf2 FP: inhibitors of human Keap1-Nrf2 protein-protein interaction. Keap1 Kelch-Nrf2 peptide fluorescence polarization, 1536-well. inhibition, % at 9.4 µM. hit rate 0.15% among 340,000; in the data active = inhibition above about 12%;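 note: human Keap1 Kelch domain with fluorescein labeled Nrf2 9mer peptide probe; 0% = neutral control wells and 100% = peptide positive control; higher means more block of Keap1 binding to Nrf2 peptide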
DAGLB inh: blocks human DAGLB lipase activity; Q8NCG7; HEK293T DAGLB membrane lysate, EnzChek fluorogenic substrate; inhibition, % at 5.17 µM; hit rate 0.059% among 340,000; in the data active = inhibition above about 34%;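 note: 0% = enzyme with vehicle and 100% = wells lacking enzyme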
Target sequence (Q8NCG7 whole entry, looked up): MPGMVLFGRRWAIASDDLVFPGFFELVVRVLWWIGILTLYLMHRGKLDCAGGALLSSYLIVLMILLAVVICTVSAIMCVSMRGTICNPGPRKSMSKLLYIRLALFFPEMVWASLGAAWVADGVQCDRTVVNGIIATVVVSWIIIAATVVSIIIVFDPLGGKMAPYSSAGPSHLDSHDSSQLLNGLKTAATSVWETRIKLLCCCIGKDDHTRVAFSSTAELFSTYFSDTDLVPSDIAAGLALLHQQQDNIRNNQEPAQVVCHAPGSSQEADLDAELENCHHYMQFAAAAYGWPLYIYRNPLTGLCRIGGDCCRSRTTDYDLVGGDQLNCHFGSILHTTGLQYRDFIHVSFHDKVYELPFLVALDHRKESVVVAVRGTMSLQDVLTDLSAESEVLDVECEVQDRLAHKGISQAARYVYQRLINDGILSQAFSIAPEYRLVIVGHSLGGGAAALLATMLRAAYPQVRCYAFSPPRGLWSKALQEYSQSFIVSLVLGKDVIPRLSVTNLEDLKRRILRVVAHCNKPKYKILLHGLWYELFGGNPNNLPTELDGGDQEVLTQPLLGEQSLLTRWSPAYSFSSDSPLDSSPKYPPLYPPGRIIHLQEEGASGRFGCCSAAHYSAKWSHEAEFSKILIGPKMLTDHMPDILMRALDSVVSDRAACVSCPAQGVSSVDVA
Arrestin-AP2 inh: inhibitors of human beta-arrestin and AP2 interaction. FITC-arrestin peptide / GST-AP2 beads, flow cytometry; AP2 beta2 appendage carries R879A mutation. inhibition, % at 10 µM. hit rate 0.31% among 340,000;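 active = inhibition above a set limit, near 3 SD of compounds lacking own fluorescence, cut at about 54% in these data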;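 note: plate controls were DMSO wells for no effect and 5 µM unlabelled arrestin peptide for full effect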
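system = GST-tagged AP2 beta2-adaptin appendage (R879A) on 4 µm glutathione beads | reagent = FITC-labelled arrestin peptide probe, 50 nM final | schedule = compound with beads 12 min RT, then probe 1 h RT | signal = HyperCyt-sampled flow cytometry, FL1 channel, ex 488/em 535 nm | read-out = percent response from loss of bead-bound FITC fluorescence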
V-ATPase pH: alters yeast V-ATPase proton transport; S. cerevisiae, pHLuorin cytosolic pH fluorescence; response, % at 10 µM; hit rate 0.37% among 350,000; AID 504577; in the data active = response mostly above about 7.3%, no sharp cut-off; inactive = mostly below about 5.4%; note: actives read high; inactives centre near 0; some compounds called inactive have numbers as strong as hits
NSD2 inh: blocks human histone methyltransferase NSD2; NSD2 peptide methylation, AlphaScreen, 120 min; hit rate 0.54% among 310,000; O96028; inhibition, % at 12.5 µM; in the data active = inhibition above about 50%
DSG3 Ab inh: inhibitors of pemphigus antibody binding to human desmoglein-3; hit rate 0.48% among 310,000; P32926; DSG3-coupled beads, scFv-anti-DSG3-GFP binding, flow cytometry; active compounds read low; AID 588358; binding (percent of control), % at 10 µM;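 active = binding more than 3 SD below its plate's average and above zero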;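 note: hits lower antibody fragment binding to DSG3; some compounds called inactive have numbers as strong as hits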
CAL PDZ FP-1: CAL PDZ (human) peptide binding inhibition. inhibition, % at 24.9 µM. AID 602252. Q9HD26. hit rate 0.92% among 300,000. purified CAL PDZ, TMR-peptide fluorescence polarization, 1 h;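 active = mean inhibition of at least 30% with at least half of replicates also reaching 30%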;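 note: 0% = DMSO neutral control and 100% = excess unlabeled competitor peptide PRC23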
LANA DNA inh: blocks KSHV LANA C-terminal domain binding to DNA; MBP-C-LANA/FAM-LBS DNA binding, fluorescence polarization; hit rate 0.078% among 340,000; AID 504423; inhibition, % at 9 µM;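 active = highest replicate inhibition at or above 60% at 9 µM, even if other replicates fall short; inactive = all replicates below 60% inhibition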;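 note: 0% = neutral control wells and 100% = 4 µM acridine orange control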
CAL PDZ FP-2: inhibitors of human CAL PDZ peptide binding; purified CAL PDZ, TMR-peptide fluorescence polarization, 1 h; inhibition, % at 20 µM; hit rate 0.02% among 330,000; AID 504414;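 active = highest replicate inhibition of at least 40%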;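 note: plate controls were DMSO neutral control wells for no effect and unlabeled competitor peptide control wells for full effect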
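Read-out basis: mP drop reported as inhibition | Assay system: Tagged CAL PDZ protein CerCALP, purified | Benchmarks: Unlabelled peptide for full inhibition, DMSO wells as neutral | Schedule: 1 h incubation at room temperature before polarization reading | Buffer or medium: Sodium phosphate/NaCl buffer pH 7.4 with TCEP, IgG, Thesit | Doses: Single point, 20 µM | Measured by: Fluorescence polarization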
Active calls of the source: *; · = no result given. A portion of the library (hit frequency here may not be typical).

SMILES	RTF Ca sens inh	Keap1 Nrf2 FP	DAGLB inh	Arrestin-AP2 inh	V-ATPase pH	NSD2 inh	DSG3 Ab inh	CAL PDZ FP-1	LANA DNA inh	CAL PDZ FP-2
CCc1ccc(C(O)(CC(C)C)C(CN2CCOCC2)c2ccccc2)cc1 (centres undefined)	-4	-3	-12	0	-1	0	95	1	0.6	0.4
CSCC[C@H](NC(=O)[C@H]1CC[C@H](CNC(=O)[C@@H](N)Cc2ccccc2)CC1)C(=O)O	-1	7	0	11	-5	-1	101	-7	-4.4	0.8
COc1ccc(NC(=O)CN2CCN(C(=O)N3CCOCC3)CC2)cc1	5	-4	-1	9	-3	2	110	1	-1.2	-1.5
Cc1cc(-c2nnc(CCC(=O)NC(C)c3cccc4ccccc34)o2)no1 (centres undefined)	-6	-1	0	10	-5	-7	101	0	-0.7	-3.0
Cc1cc(C)c2nc(N3CCC(C(=O)N4CCN(c5ncccn5)CC4)CC3)sc2c1	-4	-1	1	2	-1	-2	84	-4	1.0	-2.6
CCC(C(=O)NCCc1ccc(OC)cc1OC)n1nc(C)n2c(cc3occc32)c1=O (centres undefined)	-9	-7	-10	16	-2	-2	101	·	-2.6	-1.0
CC(=O)Nc1ccc(C=NNc2ccc(S(=O)(=O)Nc3ccccc3C(=O)O)cc2[N+](=O)[O-])cc1	2	4	37*	-5	-2	4	129	-4	11	0.6
COc1ccnc(Oc2ccc(F)cc2)c1C#N	·	-1	·	-14	0	1	107	5	0.0	-1.2
Cc1ccc(-c2csc3ncnc(SCC(=O)NCc4ccc5c(c4)OCO5)c23)cc1	-10	1	-7	1	-1	-2	101	-5	0.1	-3.5
COc1ccccc1C(=O)Nc1cc2cc(Br)ccc2oc1=O	-5	-4	-3	-5	-6	-1	78	0	1.3	-2.5
CCN1CCCC(OC(=O)C(c2ccccc2)c2ccccc2)C1 (centres undefined)	17	-5	3	9	-8	·	109	-2	0.7	-0.5
C/C=C(\C)C(=O)NCCN1C2=NC[C@H](C(C)C)N2C[C@H]1Cc1ccc(O)cc1	1	-3	1	4	-1	·	111	-3	-0.8	0.1
O=C(NC1CCCC1)C(c1ccc(F)cc1)N(Cc1ccc(F)cc1)C(=O)CCl (centres undefined)	0	1	-3	25	-5	2	125	·	-1.5	-0.2
Cc1ccc(C(=O)OCc2cc(=O)n3c(C)csc3n2)s1	-6	-3	-10	-1	10	25	·	3	-1.1	-0.8
COc1cc(C(=O)NCc2cccnc2)ccc1OCC(=O)Nc1cccc(C(F)(F)F)c1	7	0	-2	9	6	-2	103	0	0.8	-3.8
Fc1ccc(NC(=S)N/N=C/c2ccc(F)c(F)c2)cc1	-12	4	0	-11	-5	17	100	2	0.7	0.6
O=C(COC(=O)CCc1ccccc1)NC1CCS(=O)(=O)C1 (centres undefined)	5	-1	-1	-13	-4	-2	101	5	1.3	-1.9
C/C(Cc1ccccc1)=N\NC(=O)CNC(=O)c1ccccc1Br	-1	-2	1	·	4	·	101	-4	1.2	-2.0
Cc1ccccc1NC(=O)COC(=O)CN1C(=O)NC(C)(C)C1=O	6	-1	0	0	2	-1	100	-5	0.7	·
Oc1ccc(F)cc1-c1cc(-c2ccc3c(c2)OCCO3)n[nH]1	3	0	-3	-44	2	-2	108	-3	-2.0	-1.5
CC(C)C(=O)N1CCN(c2ccccc2NC(=O)c2cccc3ccccc23)CC1	0	-2	-1	-8	-4	-1	118	47*	4.8	-4.7
COc1cc(-c2nnc(SC/C=C/c3ccccc3)n2N)cc(OC)c1OC	-2	-4	-1	-8	5	4	98	-2	-0.4	-1.1
O=C(COC(=O)Cc1cccc(C(F)(F)F)c1)NCC1CCCO1 (centres undefined)	0	-4	-3	-42	4	2	99	0	-2.1	-1.9
CCN(CC#CCC1(O)c2ccccc2-c2ccccc21)CCO	-5	0	3	0	1	1	98	7	-0.8	-0.2
c1ccc2nc(-c3ccc4c(c3)OCO4)ccc2c1	-1	-5	-12	6	0	·	115	5	1.2	-1.2
CC(=O)Nc1ccc(NC(=O)C(C)OC(=O)C2CCN(S(=O)(=O)c3ccc4c(c3)OCCO4)CC2)cc1 (centres undefined)	10	4	-3	-10	1	1	122	-1	-1.3	-1.1
O=C(O)C1=NN(c2ccccc2)C(=O)C1	-4	0	0	0	-2	12	104	5	1.4	0.3
COC(=O)c1cccc(C(=O)N2CCC(CCC(=O)NCc3ccc(F)cc3)CC2)c1	-8	6	2	-10	0	5	99	·	-0.1	0.0
O=C(O)c1ccc(Cl)c(S(=O)(=O)Nc2ccccc2Cc2ccccc2)c1	-3	-4	6	4	2	-8	87	-2	2.2	-1.7
N#CCC1c2ccccc2CCN1C(=O)Nc1ccc(Cl)cc1 (centres undefined)	0	-1	-2	7	3	2	102	0	-0.9	-1.0
COC(=O)CCC(=O)NC(=S)Nc1c(C)cccc1C	-30	1	-2	4	0	-2	89	-3	-0.8	-0.3
Cc1ccc2sc(N(CCN(C)C)C(=O)/C=C/c3cccs3)nc2c1C	0	0	-8	3	2	-4	115	20	0.7	-3.0
Cc1cc(NC(=O)CSc2ccc(-c3ccc(F)cc3)nn2)no1	-4	-1	-2	-15	-1	24	99	·	-0.3	-1.0
CC(C)C1(c2ccsc2)NC(=O)NC1=O (centres undefined)	-8	-3	2	7	-8	6	·	-4	-0.5	-0.7
Cc1occc1C(=O)Nc1cnn(CCCC(=O)O)c1	-6	-5	0	0	2	11	·	-1	-0.1	-0.8
Cc1ccc(CCNC(=O)CCNS(=O)(=O)c2ccc3c(c2)oc(=O)n3C)cc1	-5	-5	-3	5	-1	2	97	·	0.2	0.9
CCN(CC)C(=S)NC(=O)Cc1ccccc1	2	0	-2	26	3	-1	99	4	1.3	-1.0
O=C(N/N=C/c1ccccc1O)c1cccc(C(F)(F)F)c1	-2	-6	3	·	-7	-2	108	-1	-2.7	-1.6
Cc1oc2c(C)c3oc(=O)c(CCC(=O)N4C[C@H]5C[C@@H](C4)c4cccc(=O)n4C5)c(C)c3cc2c1C	-7	-2	-1	3	1	·	107	-9	-1.6	-4.7
CC(=O)Nc1ccc(NC(=O)c2ccc(-n3c(C)ccc3C)cc2)cc1	2	-5	0	-1	1	0	110	-2	-1.4	0.4
COc1ccc(C)c2sc(N(CCCN(C)C)C(=O)c3ccc(S(=O)(=O)N(C)C)cc3)nc12	-15	-5	-1	12	3	1	101	-4	-0.5	-2.2
Cc1cc(NC(=O)CSc2nnc(CNc3ccc(F)cc3)n2C2CCCCC2)no1	-7	-4	0	3	4	4	108	-2	2.0	0.0
O=C(c1cccc2ccccc12)N1CCN(c2ccccc2F)CC1	4	-9	-4	-9	1	-1	101	-4	0.9	-0.9
COc1ccc(S(=O)(=O)NCc2ccc3c(c2)cc(C)n3C)cc1	-6	0	12	23	5	·	96	·	0.9	0.1
CCOc1cc(CNCCO)cc(Br)c1OCc1ccccc1Cl	-6	4	-5	22	0	1	106	-2	0.2	-2.0
Clc1cc(Br)ccc1NCc1cccnc1	2	-5	-3	14	0	-5	96	-4	2.3	-0.7
Cc1sc(N/N=C/c2cc([N+](=O)[O-])ccc2O)nc1-c1ccccc1	-2	-8	0	-4	-1	1	99	4	-0.6	-0.1
CCN(CC(=O)NCc1cccs1)C(=O)/C=C/c1cc(OC)c(OC)c(OC)c1	-1	0	0	-18	-1	-3	106	-3	0.8	-2.4
CCN1CC(CN(C)Cc2nc(-c3ccc(OC)c4ccccc34)oc2C)CC1=O (centres undefined)	-4	-3	-2	10	-1	18	·	·	-1.0	-1.4
O=C(O)c1ccc(Cl)c(S(=O)(=O)N(Cc2ccccc2)c2ccccc2Cl)c1	-10	0	9	-8	1	7	98	-8	-1.7	-2.1
NS(=O)(=O)c1cccc(NS(=O)(=O)c2cccc(C(F)(F)F)c2)c1	-1	-3	1	6	-3	-1	100	8	-1.1	1.0
CCOc1ccc(N2C(=O)Nc3ccccc3C2(O)C(=O)NCc2ccc(OC)cc2)cc1 (centres undefined)	-10	-2	0	4	0	-3	94	14	-2.1	-1.5
O=C(NCc1cccnc1)c1ccccc1NS(=O)(=O)c1ccccc1	-9	1	1	15	-1	-3	111	-10	-0.3	0.0
CCN(CC)S(=O)(=O)c1cccc(C(=O)NC(Cc2c[nH]c3ccccc23)c2nnc3n2CCCCC3)c1 (centres undefined)	-6	5	1	12	-4	-1	105	-1	1.2	0.2

Among those listed so far, 12 have four or more nitrogen atoms:
SMILES	RTF Ca sens inh	Keap1 Nrf2 FP	DAGLB inh	Arrestin-AP2 inh	V-ATPase pH	NSD2 inh	DSG3 Ab inh	CAL PDZ FP-1	LANA DNA inh	CAL PDZ FP-2
COc1ccc(NC(=O)CN2CCN(C(=O)N3CCOCC3)CC2)cc1	5	-4	-1	9	-3	2	110	1	-1.2	-1.5
Cc1cc(-c2nnc(CCC(=O)NC(C)c3cccc4ccccc34)o2)no1 (centres undefined)	-6	-1	0	10	-5	-7	101	0	-0.7	-3.0
Cc1cc(C)c2nc(N3CCC(C(=O)N4CCN(c5ncccn5)CC4)CC3)sc2c1	-4	-1	1	2	-1	-2	84	-4	1.0	-2.6
CCC(C(=O)NCCc1ccc(OC)cc1OC)n1nc(C)n2c(cc3occc32)c1=O (centres undefined)	-9	-7	-10	16	-2	-2	101	·	-2.6	-1.0
CC(=O)Nc1ccc(C=NNc2ccc(S(=O)(=O)Nc3ccccc3C(=O)O)cc2[N+](=O)[O-])cc1	2	4	37*	-5	-2	4	129	-4	11	0.6
C/C=C(\C)C(=O)NCCN1C2=NC[C@H](C(C)C)N2C[C@H]1Cc1ccc(O)cc1	1	-3	1	4	-1	·	111	-3	-0.8	0.1
COc1cc(-c2nnc(SC/C=C/c3ccccc3)n2N)cc(OC)c1OC	-2	-4	-1	-8	5	4	98	-2	-0.4	-1.1
Cc1cc(NC(=O)CSc2ccc(-c3ccc(F)cc3)nn2)no1	-4	-1	-2	-15	-1	24	99	·	-0.3	-1.0
COc1ccc(C)c2sc(N(CCCN(C)C)C(=O)c3ccc(S(=O)(=O)N(C)C)cc3)nc12	-15	-5	-1	12	3	1	101	-4	-0.5	-2.2
Cc1cc(NC(=O)CSc2nnc(CNc3ccc(F)cc3)n2C2CCCCC2)no1	-7	-4	0	3	4	4	108	-2	2.0	0.0
Cc1sc(N/N=C/c2cc([N+](=O)[O-])ccc2O)nc1-c1ccccc1	-2	-8	0	-4	-1	1	99	4	-0.6	-0.1
CCN(CC)S(=O)(=O)c1cccc(C(=O)NC(Cc2c[nH]c3ccccc23)c2nnc3n2CCCCC3)c1 (centres undefined)	-6	5	1	12	-4	-1	105	-1	1.2	0.2
